aSyn yeast inh – rescues yeast growth from alpha-synuclein toxicity; Yeast expressing alpha-synuclein, growth rescue, BacTiter-Glo, 24 h; Potency, µM (top dose mostly 46.1 µM), inactives show at the top dose growth rescue (activation), most hits filed as activators; 370,000 tested, 0.14% active; AID 652106; also: potency is read from the fitted curve at half-maximal effect; % of control where 0% means no effect; nearly all actives have a fitted effect of over 65% in size
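Screening used galactose-induced yeast with toxic alpha-synuclein levels, exposed to compound for 24 hr at 30 deg C. Cell growth, read with BacTiter-Glo luminescence, gave the measured signal.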
FUS yeast rescue – FUS proteinopathy suppression in yeast. S. cerevisiae FUS-expressing, growth rescue, OD600, 24 h. 390,000 tested, 0.24% active. Potency, µM (highest dose often 76.6 µM), for the others: top-dose growth rescue (activation), usual class: activators. AID 1347120;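 also: potency is read from the fitted curve at half-maximal effect; plate controls were DMSO vehicle for no effect and reference control for full effect; nearly all actives have a fitted effect of over 55% in size; some results filed as inactive show a strong effect at the top dose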
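Yeast FUS proteinopathy model; galactose-induced FUS (2%), starting OD 0.005. Cpds in dilution series, 24hr, 30C, 99% humidity. Abs 600 nm growth. Pos ctrl CP55940 (top 92uM final); neg ctrl DMSO.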
Abeta yeast res – restores growth of yeast expressing A-beta42 peptide | yeast expressing A-beta42, growth rescue, OD600, 48 h; response scale: 0% DMSO, 100% iron-clioquinol control | Potency, µM (doses to about 46.1 µM), for inactives: top-dose growth rescue, actives largely listed as activators | 410,000 tested, 0.063% active; also: potency is read from the fitted curve at half-maximal effect; nearly all actives have a fitted effect of over 55% in size
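Growth rescue measured by 600 nm absorbance after 48 h yeast culture at 30 C with compound. Values normalized between DMSO and an equimolar ferric chloride plus clioquinol control.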
GLP-1R agonist – GLP-1 receptor (human) agonism. 380,000 tested, 0.007% active. Potency, µM (titrated, usually from 45.6 µM), without a hit: at the top dose activation, most hits filed as activators. P43220. AID 624172. HEK293 GLP-1R CRE-luciferase, luminescence, 4-6 h; cells express a hypersensitive GLP-1R form; also: potency is read from the fitted curve at half-maximal effect; % of control where 0% means no effect
Target sequence (P43220 whole entry, looked up): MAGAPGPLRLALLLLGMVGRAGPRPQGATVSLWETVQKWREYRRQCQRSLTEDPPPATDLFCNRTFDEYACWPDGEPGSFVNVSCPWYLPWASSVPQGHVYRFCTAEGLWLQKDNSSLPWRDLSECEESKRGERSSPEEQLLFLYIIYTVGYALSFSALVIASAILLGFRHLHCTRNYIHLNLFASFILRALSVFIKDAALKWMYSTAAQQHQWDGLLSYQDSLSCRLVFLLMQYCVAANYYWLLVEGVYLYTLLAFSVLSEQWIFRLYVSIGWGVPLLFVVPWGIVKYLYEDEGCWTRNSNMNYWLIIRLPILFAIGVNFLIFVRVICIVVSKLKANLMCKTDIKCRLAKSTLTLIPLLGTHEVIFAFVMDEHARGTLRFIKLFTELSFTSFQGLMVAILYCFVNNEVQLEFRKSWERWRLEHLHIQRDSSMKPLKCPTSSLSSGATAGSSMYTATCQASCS
PTHR1 agonist – agonists of human PTHR1 parathyroid hormone receptor. Q03431. HEK293 GP2 PTHR1 cells, GloSensor cAMP luminescence, 1 h. Potency, µM (highest dose often 115 µM), for inactives: at the top dose activation, actives largely listed as activators. 410,000 tested, 0.075% active; also: potency is read from the fitted curve at half-maximal effect; nearly all actives have a fitted effect of over 55% in size; some results filed as inactive show a strong effect at the top dose; inactives centre near -15; many of its hits are not listed in these tables
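HEK-293-derived GP2 cells expressing PTHR1 and a GloSensor cAMP reporter, 3,000/well, plated overnight, given luciferin plus IBMX (each 0.5 mM as added) for 1 h at 37 °C, then compound for 1 h at 37 °C. Luminescence was read after 15 min at room temperature.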
pAkt inh – Akt phosphorylation inhibition | Neuro2A IGF-stimulated pAkt S473 HTRF, 20 min; active compounds read low | activity change, % for hits at 50 µM | 360,000 tested, 0.32% active | AID 651550; in the data active = activity change below about -80%; inconclusive = mostly about -51% to -80%; also: % is scaled to controls: 0 for no effect and ±100 for the full control effect
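Neuro2A cells in DMEM with 0.5% FBS, overnight at 37 deg C, given compound at single 50 µM final, then IGF (6 nM final) for 20 min at 37 deg C. Lysed; phospho-Akt Ser473 by HTRF after 24 h, 665/615 ratio.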
D3 antag – blocks the human D3 dopamine receptor | P35462 | D3R cells, DiscoveRx beta-arrestin luminescence, antagonist mode; active compounds read low | max response, negative = inhibition, % | 360,000 tested, 2.5% active; in the data active = max response below about -50%; inconclusive = no clear call, values can overlap the other calls; also: % is scaled to controls: 0 for no effect and ±100 for the full control effect; mostly tested at two doses, the higher about 12 µM
Target sequence (P35462 whole entry, looked up): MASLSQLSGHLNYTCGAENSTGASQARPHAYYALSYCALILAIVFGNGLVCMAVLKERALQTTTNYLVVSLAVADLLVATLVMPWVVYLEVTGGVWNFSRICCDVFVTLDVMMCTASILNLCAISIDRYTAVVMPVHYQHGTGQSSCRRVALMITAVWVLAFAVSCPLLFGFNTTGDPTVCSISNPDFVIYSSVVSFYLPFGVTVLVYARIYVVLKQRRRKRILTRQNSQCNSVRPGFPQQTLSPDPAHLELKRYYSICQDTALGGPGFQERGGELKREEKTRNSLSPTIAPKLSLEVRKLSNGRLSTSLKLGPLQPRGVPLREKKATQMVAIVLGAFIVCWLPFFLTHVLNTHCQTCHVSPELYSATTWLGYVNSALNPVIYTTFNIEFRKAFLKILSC
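Cells plated overnight at 1500 cells/well, then exposed to library compounds with dopamine controls for 90 minutes at 37 degrees C. DiscoveRx reagent added for 30–60 minutes at room temperature; luminescence read, quantitative HTS format.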
TDP-43 yeast inh – TDP-43 toxicity inhibition in yeast. 410,000 tested, 1.8% active. TDP-43 expressing yeast growth rescue, BacTiter-Glo, 24 h. Potency, µM (top dose mostly 46.1 µM), inactives show at the top dose growth rescue (activation), hits mostly activators; also: potency is read from the fitted curve at half-maximal effect; % of control where 0% means no effect; nearly all actives have a fitted effect of over 50% in size
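In this qHTS, compounds that restore growth of yeast expressing TDP-43 appear as activators. Cells (OD600=0.02, galactose medium, raffinose-pregrown) are incubated with compound 24 hr at 30 deg C and growth is quantified by BacTiter-Glo.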
GLP-1R inv ag – acts as inverse agonist at human GLP-1 receptor; P43220; HEK293 GLP-1R CRE-luciferase, luminescence, 24 h; GLP-1R form is constitutively active; Potency, µM (series often up to 38.3 µM), for the others: at the top dose activity change, negative = inhibition, most hits filed as inhibitors; 410,000 tested, 1.6% active; AID 624417; also: potency is read from the fitted curve at half-maximal effect; % is scaled to controls: 0 for no effect and ±100 for the full control effect; nearly all actives have a fitted effect of over 55% in size
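Inverse agonists were sought by their lowering of basal cAMP reporter luciferase output in HEK293 cells stably carrying constitutively active human GLP-1R, after 24 h compound treatment.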
* marks the source's active call; other numbers are inactive results; i = inactive; ? = inconclusive; nt = no result given; [ ] = another dose, or the depositor's remark. Unless noted, calls follow the shape of the dose curve; as a rule, active = well fitted curve in the direction sought with a large enough effect; inconclusive = small, poorly fitted or top-dose-only effect, or another doubt; inactive = no such curve, though single readings can be large; an effect the other way counts as inactive or inconclusive. These rows are one share of the data; count on the stated rates, not on these rows.

SMILES	aSyn yeast inh	FUS yeast rescue	Abeta yeast res	GLP-1R agonist	PTHR1 agonist	pAkt inh	D3 antag	TDP-43 yeast inh	GLP-1R inv ag
O=C(NCc1ccc(Cl)cc1)C1CCN(c2ncnc3c2nc2n3CCCCC2)CC1	nt	4%	-3%	nt	3%	nt	nt	24%	17%
CCN1/C(=C/C=C/C=C/C=C/c2sc3ccccc3[n+]2CC)Sc2ccccc21	-26%	?	-10%	-4%	-30%	i	?	20%	6%
O=C(OCC(=O)c1c[nH]c2ccccc12)c1cncc(Br)c1	-5%[1.84 µM]	25%	11%	6%	-31%[inhibitor]	i	-6	11µM*	-22%
Cc1ccc2[nH]c3c(=O)n(Cc4ccncc4)cnc3c2c1	-6%	2%	9%	-12%	i	?	-4	5%	30%
COc1ccc(CCNC(=O)c2cc(C(C)C)on2)cc1OC	-10%	-24%	1%	-4%	i	i	-3	29%	17%
CC(=O)Nc1ccc(S(=O)(=O)N2CCCN(S(=O)(=O)c3ccc(NC(C)=O)cc3)CC2)cc1	-1%	15%	9%	6%	-29%	i	-6	-2%	2%
Nc1ccn([C@@H]2O[C@H](CNCc3cc(Cl)ccc3OCc3ccc(Cl)cc3)[C@@H](O)[C@H]2O)c(=O)n1	9%	0%	4%	0%	-7%	i	0	7%	0%
Cc1ccc(Cl)cc1NC(=S)Nn1cnnc1	-13%	2%	4%	0%	-5%	i	2	11%	27%
O=C(NNC(=S)Nc1cccc(Cl)c1)c1ccccc1OC(F)F	14%	3%	-22%	2%	-80%[inhibitor]	i	?	3%	?
COc1cccc(CNC(=O)Cn2c(=O)oc3ccccc32)c1OC	0%	-29%	3%	-2%	-21%	i	12	7%	-12%
Cc1c(C)n(CC(O)CN2CCCCCC2)c2ccccc12 (configuration not stated)	0%	11%	11%	-8%	i	i	-28	-12%	?
CCOP(=O)(OCC)C(NC(=O)Nc1ccc(Cl)cc1)C(=O)N(CC)CC (configuration not stated)	-19%	-1%	-13%	6%	-10%	i	-11	-18%	12%
Cc1ccc(CNC(=O)CS(=O)(=O)c2cn(CC(=O)N3CCOCC3)c3ccccc23)cc1	5%	4%	3%	2%	-21%	i	8	-3%	3%
O=C(COc1ccc(Br)cc1)NCCCNC(=O)c1ccncc1	0%	19%	-11%	2%	-15%	i	6	14%	?
CCN(CC(=O)Nc1ccc2c(c1)OCCO2)C(=O)/C=C/c1ccc(F)cc1	3%	0%	-9%	3%	i	i	-4	7%	?
COC(=O)c1c(NC(=O)CS(=O)(=O)c2ccc(C)cc2)sc2c1CCCCC2	?	36%	-12%	nt	-50%[inhibitor]	nt	nt	17%	-22%
CCn1c(C)c(C(C)=O)c(N2CCN(c3ccccn3)CC2)nc1=S	-1%	11%	8%	-8%	i	i	19	-5%	26%
Cc1ccc2onc(CNC(=O)Nc3ccccc3C#N)c2c1	nt	-3%	26%	nt	i	nt	nt	19%	6%
O=C(O)c1sc2ncccc2c1OCc1ccccc1	4%	-14%	9%	1%	i	i	9	-14%	6%
COc1ccc(-c2csc(Cc3nc(O)cs3)n2)cc1	-10%	11%	-11%	23%	-23%	i	-2	-15%	?
COc1ccc(Cc2noc(-c3ccccc3)n2)cc1OC	16%	-11%	-1%	31%	-7%	i	16	24%	21%
CCCCc1ccc(NC(=O)OC)cc1	-9%	-11%	-1%	0%	-21%[57.5 µM]	i	11	10%	5%
Cc1ccc(CN2C(=O)c3ccccc3NC23CCN(Cc2ccccc2)CC3)cc1	5%	3%	-18%	2%	i	i	-11	-24%	14%
O=C(COC(=O)Cc1ccsc1)NCC1CCCCC1	-1%	-7%	2%	-3%	i	i	11	1%	0%
CCOC(=O)Cn1c(CN(Cc2ccccc2)Cc2ccccc2)nc2c1c(=O)n(C)c(=O)n2C	1%	?	-27%	-2%	-64%[inhibitor]	i	20	22µM*	1%
CCC1CCCCN1CC(=O)Nc1cc(C)nn1-c1nc(C)cc(C)n1 (configuration not stated)	0%	15%	19%	10%	-16%[57.5 µM]	nt	8	-1%	0%
O=C(CCCc1ccccc1)N1CCN(C2CCCCC2)CC1	-1%	-5%	-16%	-4%	-18%	i	-84*	-15%	-5%
O=C(OCc1ccc(F)cc1)c1cc2ccccc2cc1O	-4%	-23%	-14%	5%	-18%	i	12	14%	-26%
COc1ccc2ccc(O)c(CN3CCN(S(=O)(=O)c4cccc(C(F)(F)F)c4)CC3)c2c1	0%	-6%	?	2%	-13%	i	-15	7%	?
CCOC(=O)C1=C(CC)OC(N)=C(C#N)C1c1ccc(OC)c(OC)c1OC (configuration not stated)	10%	-18%	-14%	3%	i	i	15	-14%	25%
CCOC(=O)C(NS(=O)(=O)c1ccc(Br)cc1)C(C)C (configuration not stated)	4%	-1%	7%	-9%	0%	i	-5	2%	0%
CN1c2ccccc2C2(C)CCCC3=Cc4cccc([N+](=O)[O-])c4OC312 (configuration not stated)	2%	nt	20%	-13%	i	i	-17	9%	-19%
COCCCNC(=O)C[C@H]1C[C@H](C(=O)N2CCCCC2)[C@@]2(CCc3ccccc3)c3[nH]c4cc(CCC(=O)N(C)C)ccc4c3CCN2C1=O	-1%	31%	2%	4%	-6%	i	7	15%	-2%
Nc1ccc(C(=O)C(=O)c2ccccc2)cc1	3%	-7%	16%	19%	i	i	12	-7%[1.82 µM]	4%
Cc1ccc(C2=NS(=O)(=O)N(C)C(C(=O)NCc3ccc(F)cc3)=C2)cc1	4%	-9%	0%	-3%	-53%[inhibitor]	i	-13	4%	?
Cc1ccc2[nH]c(=O)c(CN(Cc3nnnn3Cc3ccccc3)C3CCCC3)cc2c1	9%	-2%	-4%	-1%	-16%[57.5 µM]	i	-16	-17%	-28%
c1ccc(Cn2nnnc2C(c2cccnc2)N2CCN(c3ccccc3)CC2)cc1 (configuration not stated)	?	17%	-59%[inhibitor]	-2%	-14%[57.5 µM]	i	8	?	-1%
CC1(C)CC(=O)c2cc(OCC(=O)N3CCOCC3)ccc2O1	3%	-49%	2%	-1%	i	i	5	5%	11%
C#CCNc1nc(C)nc2c1nnn2Cc1ccccc1F	-7%	19%	-6%	10%	i	i	6	2%	80%[activator]
Cc1cc(C=O)c(C)n1-c1sc2c(c1C(=O)O)CCCC2	-4%	nt	-10%	6%	i	i	8	0%	-5%

Looked up one by one from the entries so far (4):
SMILES	aSyn yeast inh	FUS yeast rescue	Abeta yeast res	GLP-1R agonist	PTHR1 agonist	pAkt inh	D3 antag	TDP-43 yeast inh	GLP-1R inv ag
Cc1ccc(C2=NS(=O)(=O)N(C)C(C(=O)NCc3ccc(F)cc3)=C2)cc1	4%	-9%	0%	-3%	-53%[inhibitor]	i	-13	4%	?
CN1c2ccccc2C2(C)CCCC3=Cc4cccc([N+](=O)[O-])c4OC312 (configuration not stated)	2%	nt	20%	-13%	i	i	-17	9%	-19%
CCOC(=O)C(NS(=O)(=O)c1ccc(Br)cc1)C(C)C (configuration not stated)	4%	-1%	7%	-9%	0%	i	-5	2%	0%
Nc1ccc(C(=O)C(=O)c2ccccc2)cc1	3%	-7%	16%	19%	i	i	12	-7%[1.82 µM]	4%

Additional records follow.
SMILES	aSyn yeast inh	FUS yeast rescue	Abeta yeast res	GLP-1R agonist	PTHR1 agonist	pAkt inh	D3 antag	TDP-43 yeast inh	GLP-1R inv ag
Cc1ccc(S(=O)(=O)NC(=NC2CCCCC2)c2ccccc2)cc1	2%	9%	4%	10%	i	i	1	0%	?
Nn1c(COc2cccc(Cl)c2)nc2ccccc2c1=O	7%	nt	28%	3%	-8%	i	-15	22%	-17%
CCOc1ccc(-c2nnn(CC(=O)Nc3cc(OC)ccc3OC)n2)cc1OCC	1%	39%	17%	-2%	12%[57.5 µM]	i	-9	-19%	4%
CC(=O)Nc1ccc(-c2ccnc3c2CC(C(=O)NCC2CC2)O3)cc1 (configuration not stated)	-6%	-18%	-3%	7%	i	i	14	13%	-22%
COc1ccc(C(=O)c2ccccc2Cl)cc1OC	4%	-1%	3%	29%	i	i	17	0%	147%[activator]
CCCCCCOc1ccc(C(CC(N)=O)C(=O)O)cc1 (configuration not stated)	2%	17%	3%	1%	i	i	1	?	13%
O=S(=O)(NCc1ccccc1)c1ccc(S(=O)(=O)NCC2CCCO2)cc1 (configuration not stated)	-6%	10%	-9%	6%	i	i	-17	0%	-28%
COc1cccc(NC(=O)CN(C)C(=O)c2cccnc2Nc2cccc(C(F)(F)F)c2)c1	-51%[inhibitor]	?	13%	10%	-23%	i	14	?	?
O=C(CSCc1ccc(F)cc1)N1CCN(c2ccc(F)cc2)CC1	-1%	23%	3%	-2%	i	i	18	12%	-22%
CCc1ccc(O)c(N=Cc2ccccc2O)c1	-6%	26%	-9%	-7%	-14%[57.5 µM]	nt	7	-5%	0%
COc1ccccc1CNC(=S)Nc1ccc2nc(N3CCN(C)CC3)cc(C)c2c1	0%	14%	-17%	20%	i	i	-24	0%	?
Cc1cc(Cl)c(OCCCNCc2ccccc2)c(Br)c1	-4%	11%	-11%	7%	i	i	-62*	0%	0%
CS/C(=N\S(=O)(=O)c1cccs1)Nc1ccc(F)cc1	0%	nt	-11%	6%	-7%	i	-4	0%	18%
O=C(C[C@@H]1CC[C@H](NC(=O)c2ccc3c(c2)OCO3)[C@@H](CO)O1)NCc1ccc(F)cc1	-1%	-6%	-7%	nt	-3%	i	4	3%	19%
Nc1nc(NCCOCCO)nc(NC2CCCCC2)c1[N+](=O)[O-]	-5%	-1%	7%	18%	?	i	-3	-4%	113%[activator]
CN1CCN(NS(=O)(=O)c2ccc(Cl)cc2)CC1	2%	-3%	-9%	0%	-24%	i	3	-13%	-4%
COc1ccc(NC(=O)CSc2ccc3nnc(-c4cccnc4)n3n2)c(OC)c1	-8%	8%	-11%	6%	i	i	6	13%	11%

Compound activity (PubChem)
